SW480 rereplic – DNA re-replication induction in SW480 cells | SW480 DNA re-replication, Hoechst DNA content imaging, 48 h | 340,000 tested, 1.8% active | AID 624297 | Potency, µM (series often up to 46.1 µM), for inactives: at the top dose re-replication activation, hits mostly activators; further: % of control where 0% means no effect; nearly all actives have a fitted effect of over 55% in size
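Image-based DNA-content assay: after two days of treatment, nuclei were labelled with the DNA dye Hoechst and imaged, and hits were compounds raising the count of nuclei showing high fluorescence intensity.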
HEK293 tox – cytotoxicity counter-screen for GLP-1 receptor inverse agonists; HEK293 cAMP-luciferase reporter cells, luminescence, 24 h; Potency, µM (top dose mostly 38.3 µM), without a hit: at the top dose activity change, negative = inhibition, most hits filed as inhibitors; 410,000 tested, 0.13% active; AID 624418;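 further: loss of luciferase light is scored as toxicity; on the % scale 0 is the no-effect control and ±100 the full control effect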
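Quantitative HTS format, 1536 wells, 200 cells/uL seeded. Compounds: 23 nL, 24 h, 37 °C. Detection: luciferase reagent, luminescence at 12 min RT; decreased signal taken as cytotoxic.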
KB-V1 MDR tox – KB-V1 MDR subline cytotoxicity; KB-V1 MDR cells viability, CellTiter-Glo, 72 h; Potency, µM (doses to about 46.1 µM), without a hit: at the top dose activity change, negative = cytotoxicity, hits mostly cytotoxic; 400,000 tested, 3.4% active; AID 1347076; further: on the % scale 0 is the no-effect control and ±100 the full control effect; nearly all actives have a fitted effect of over 60% in size
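Following 72 h at 37 degrees C with compound, KB-V1 cell viability was read by CellTiter-Glo luminescence, medium being phenol-red-free DMEM plus 10% FBS; concentration-response parameters came from normalized, curve-fitted qHTS data.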
HT1080 IDH1KD tx – kills HT-1080 cells with IDH1 knockdown. HT-1080 IDH1 knockdown viability, ATP luminescence, 48 h. Potency, µM (series often up to 46.1 µM), without a hit: at the top dose activity, negative = toxicity, actives largely listed as cytotoxic. 360,000 tested, 2% active;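 further: 0% = DMSO wells and -100% = cell-free medium wells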
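In this qHTS, HT-1080 cells depleted of IDH1 are exposed for 48 h at 37 °C to compound titrations. Toxicity is scored from CellTiter-Glo luminescence, with DMSO as full viability and medium alone as none.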
HT1080-NT tox – kills 2HG-producing HT-1080-NT fibrosarcoma cells. HT-1080-NT fibrosarcoma viability, CellTiter-Glo ATP luminescence, 48 h. Potency, µM (top dose mostly 46.1 µM), without a hit: at the top dose activity, negative = less viability, most hits filed as cytotoxic. 360,000 tested, 1.6% active. AID 686970;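 further: NT is the 2HG producing partner of a matched IDH1 knockdown line; 0% = DMSO-treated cells and -100% = media-only wells without cells; nearly all actives have a fitted effect of over 55% in size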
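A 48-hour cytotoxicity screen used HT-1080-NT cells plated 2 hours before compound delivery. ATP-based CellTiter-Glo luminescence measured viability, normalized to DMSO and no-cell controls.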
GLP1R inv ag – GLP-1 receptor (human) inverse agonism; P43220; 410,000 tested, 1.6% active; Potency, µM (titrated, usually from 38.3 µM), for inactives: top-dose activity change, negative = inhibition, usual class: inhibitors; HEK293 GLP-1R CRE-luciferase, luminescence, 24 h; GLP-1R form is constitutively active; AID 624417; further: on the % scale 0 is the no-effect control and ±100 the full control effect; nearly all actives have a fitted effect of over 55% in size
Target sequence (P43220 whole entry, looked up): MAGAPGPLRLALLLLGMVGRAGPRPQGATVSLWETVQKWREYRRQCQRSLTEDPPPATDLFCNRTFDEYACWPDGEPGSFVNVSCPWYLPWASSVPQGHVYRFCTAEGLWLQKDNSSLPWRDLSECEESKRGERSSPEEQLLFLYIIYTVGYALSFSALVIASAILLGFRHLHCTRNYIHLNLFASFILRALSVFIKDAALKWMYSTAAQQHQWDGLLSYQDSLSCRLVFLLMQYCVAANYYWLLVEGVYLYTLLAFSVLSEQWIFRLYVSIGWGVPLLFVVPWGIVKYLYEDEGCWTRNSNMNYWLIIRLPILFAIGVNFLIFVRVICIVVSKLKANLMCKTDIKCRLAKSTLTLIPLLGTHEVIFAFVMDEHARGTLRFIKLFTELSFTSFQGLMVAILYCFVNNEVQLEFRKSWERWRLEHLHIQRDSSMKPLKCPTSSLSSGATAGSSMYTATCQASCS
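HEK293 cells stably co-expressing a cAMP-responsive luciferase reporter and constitutively active GLP-1R were seeded, incubated 12 h, then exposed to compounds for 24 h at 37 C. Luminescence was read 12 min after detection reagent; inverse agonists lower signal.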
TDP-43 yeast inh – inhibitors of TDP-43 toxicity in yeast; 410,000 tested, 1.8% active; TDP-43 expressing yeast growth rescue, BacTiter-Glo, 24 h; Potency, µM (titrated, usually from 46.1 µM), for inactives: at the top dose growth rescue (activation), usual class: activators; further: % of control where 0% means no effect; nearly all actives have a fitted effect of over 50% in size
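Yeast cells expressing TDP-43 under galactose induction are exposed to compounds for 24 hr at 30 deg C. BacTiter-Glo luminescence measures growth, so protective compounds score as activators.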
GLP1R ag – GLP-1 receptor (human) agonism. P43220. HEK293 GLP-1R CRE-luciferase, luminescence, 4-6 h; cells express a hypersensitive GLP-1R form. Potency, µM (series often up to 45.6 µM), for inactives: at the highest dose activation, most hits filed as activators. 380,000 tested, 0.007% active. AID 624172; further: % of control where 0% means no effect
KB-3-1 cytotox – kills parental KB-3-1 adenocarcinoma cells; KB-3-1 viability, CellTiter-Glo ATP luminescence, 72 h; Potency, µM (doses to about 46.1 µM), for the others: at the highest dose activity change, negative = cytotoxic, most hits filed as cytotoxic; 400,000 tested, 1.4% active; AID 1347075; further: on the % scale 0 is the no-effect control and ±100 the full control effect; nearly all actives have a fitted effect of over 60% in size
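Screening of KB-3-1 cells (DMEM, 10% FBS, phenol-red free) ran from lowest to highest compound concentration; after 72 h at 37 °C viability was read luminescently and curves fitted.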
* hit, by the source's call; ? = inconclusive; nt = no result given; & = joins results of further samples; [ ] = remark or other dose. The call rests on the fitted dose curve; in most records, active means well fitted curve in the direction sought with a large enough effect; inconclusive means small, poorly fitted or top-dose-only effect, or another doubt; inactive means no such curve, though single readings can be large; an effect the other way counts as inactive or inconclusive. Potency means the concentration at half of the fitted maximal effect.

Below each compound – SW480 rereplic	HEK293 tox	KB-V1 MDR tox	HT1080 IDH1KD tx	HT1080-NT tox	GLP1R inv ag	TDP-43 yeast inh	GLP1R ag	KB-3-1 cytotox
- O=C(c1ccc(Sc2ccc(F)cc2)c([N+](=O)[O-])c1)N1CCOCC1
 : 4%	9%[0.307 µM]	?	-1%	2%	1%[0.307 µM]	0%	20%	-8%
- Cc1ccc(OCc2cc(C(=O)N3CCN(c4ccccc4)CC3)no2)cc1C
 : ?	5%	?	-3%	4%	?	15%	1%	-1%
- Clc1ccc(CNc2cc(-c3ccccc3)nc3nncn23)cc1
 : nt	-17%	-30%	nt	nt	?	?	nt	8%
- CC(C)CC(NC(N)=O)C(=O)NCc1ccccc1Cl (stereo not drawn)
 : -1%	-8%	10%	-1%	3%	12%	-12%[9.22 µM]	15%	-3%
- CCCCNC(=O)CNC(=O)c1nn(-c2ccc(OC)cc2)c(=O)c2ccccc12
 : -4%	3%	-15%	6%	4%	13%	5%	-2%	17%
- O=C(Nc1nc2cc3c(cc2s1)OCCO3)c1ccc([N+](=O)[O-])o1
 : 1.5µM*	-22%	?	?	?	41%[activator]	3%	5%	3.3µM*
- Cc1ccc2c(c1)N(CCCC(=O)NCCCN1CCCCC1)C(=O)CO2
 : -4%	-21%	-4%	8%	-4%	-4%	16%	2%	10%
- O=C(Nc1ccccc1C(=O)N1CCCCC1)c1ccc(Cl)cc1Cl
 : 1%	15%	?	12%	10%	?	7%	5%	0%
- CCOC(=O)C1CCN(C(=O)Nc2ccc3nc(-c4ccco4)c(-c4ccco4)nc3c2)CC1
 : -6%	nt	-11%	-3%	-3%	?	10%	-7%	2%
- Nc1ccc2c(c1)nc(Cc1ccccc1)n2CCO
 : -78%[inhibitor]	2%	0%	13%	4%	5%	5%	9%	0%
- NC(=O)c1ccc[n+](CC(=O)c2cccc([N+](=O)[O-])c2)c1
 : 13%	-5%	-8%	8%	-3%	3%	0%	-5%	-1%
- COc1ccccc1NCC(=O)NNCC(=O)Nc1ccc(F)c(Cl)c1
 : ?	17%	-4%	-4%	0%	?	0%	0%	?
- CC(C)NC(=O)c1ccc2c(c1)N(CC(=O)N1CCCCC1)C(=O)C(C)(C)O2
 : -50%	-1%	-8%	-4%	19%	31%[activator]	-21%	4%	-6%
- CCOC(=O)CNC(=O)CSc1nnc(C)c(=O)[nH]1
 : 12%	-9%	4%	19%	11%	-13%	7%	0%	1%
- Cc1ccn(C(C)CC(=O)Nc2ccc(-c3ccno3)cc2)n1 (stereo not drawn)
 : -4%	1%	0%	-6%	-10%	-4%	-8%	-3%	0%
- CN(C)N1C(=O)C2C3C=CC(O3)C2C1=O (stereo not drawn)
 : -6%	-1%	13%	11%	0%	4%	-4%	8%	14%
- Cc1ccc(C(=O)CN2C(=O)c3ccccc3S2(=O)=O)cc1
 : -8%	3%	10%	-3%	10%	?	-2%[1.82 µM]	-5%	-2%
- COc1cccc(CNC(=O)CN2C(=O)CSc3ccc(S(=O)(=O)N(C)C)cc32)c1
 : nt	1%	1%	nt	nt	3%	11%	nt	-10%
- COc1ccc(-c2nc3c(C#N)c[nH]n3c2NC2CCCCC2)c(OC)c1
 : nt	0%	-5%	nt	nt	?	20%[9.22 µM]	nt	-3%
- Cc1ccsc1C(=O)NNC(=O)C1C2C=CC(C2)C1C(=O)O (stereo not drawn)
 : -8%	-6%	-5%	4%	19%	15%	-4%	19%	-2%
- Cc1[nH]c(=O)nc(SCc2ccc(Cl)c(Cl)c2)c1C#N
 : -11%	0%	12%	-2%	-3%	-19%	3%	0%	-1%
- COc1ccc(OCC(=O)NCCCCCCNC(=O)COc2ccc(OC)cc2)cc1
 : 28%	-1%	0%	14%	0%	-22%	-2%	4%	?
- O=[N+]([O-])c1ccc(Oc2ccc(OCc3ccccc3)cc2)nc1
 : 9%	-11%	-1%	-13%	2%	?	2%	11%	0%
- COc1cc2c[n+](C)c3c4ccccc4ccc3c2cc1OC
 : ?	93%[activator]	?	16µM*	?	19%	?	10%	9.2µM*
- O=C(CCCCCn1nnc2ccccc2c1=O)Nc1ccccc1F
 : -8%	-19%	-10%	-7%	0%	1%	-6%	14%	10%
- CC(C(=O)NC(=O)NCc1ccccc1)N1C(=O)c2ccccc2C1=O (stereo not drawn)
 : 3%	1%	1%	9%	11%	-11%	1%	-19%	13%
- O=C(CCc1nc2ccccc2c(=O)[nH]1)Nc1nnc(SCc2ccc(Cl)cc2)s1
 : -36%[inhibitor]	11%	?	10%	7%	-7%	0%	4%	10%
- COc1cccc(OC)c1C(=O)NC(=S)Nc1cc(-c2nc3ccccc3[nH]2)ccc1Cl
 : 7%	-18%	-24%	-2%	-15%	-13%	-14%	-1%	30%
- Cc1ccc(S(=O)(=O)N(CC(=O)NCc2ccncc2)Cc2ccc(F)cc2)cc1
 : 4%	10%	?	14%	6%	-2%	-14%	11%	-1%
- Cc1cc(C)c(NC(=O)c2sc3nc(C)cc(C)c3c2N)c(C)c1
 : nt	-13%	?	nt	nt	10%	?	-3%	?

Brought forward from above: two entries, followed by the next part.
Below each compound – SW480 rereplic	HEK293 tox	KB-V1 MDR tox	HT1080 IDH1KD tx	HT1080-NT tox	GLP1R inv ag	TDP-43 yeast inh	GLP1R ag	KB-3-1 cytotox
- Cc1ccc(S(=O)(=O)N(CC(=O)NCc2ccncc2)Cc2ccc(F)cc2)cc1
 : 4%	10%	?	14%	6%	-2%	-14%	11%	-1%
- Cc1cc(C)c(NC(=O)c2sc3nc(C)cc(C)c3c2N)c(C)c1
 : nt	-13%	?	nt	nt	10%	?	-3%	?
- Cc1c(Cl)c([N+](=O)[O-])nn1CC(=O)NC(C)c1ccccc1 (stereo not drawn)
 : -5%	5%	-10%	-7%	-12%	15%	-6%	0%	19%
- CC(C)C(N)c1csc(Nc2cc(Oc3ccccc3)ncn2)n1 (stereo not drawn)
 : nt	-1%	-1%	?	?	?	24%	-8%	0%
- O=[N+]([O-])c1ccc(CSc2nnc(-c3cccnc3)o2)cc1
 : 15%	-10%	12%	-8%	-13%	10%	11µM*	3%	?
- COc1ccc(COC(=O)NC2CCN(S(=O)(=O)c3ccc(OC)cc3)CC2)cc1
 : -1%	-3%	7.3µM*	-1%	8%	-12%	16%	-8%	-3%
- COc1cc2c(cc1OC)C(c1ccc(Br)cc1)CC(=O)N2 (stereo not drawn)
 : ?	-12%	22%	-3%	-2%	8%	7%	14%	-12%
- O=C(CCC(=O)N1CCSc2ccccc21)NC1CCCCC1
 : -6%	4%	-5%	9%	6%	-3%	-7%	1%	-7%
- COCc1[nH]nc2c1C(c1ccc(F)cc1F)C(C#N)=C(N)O2 (stereo not drawn)
 : -1%	3%	-19%	1%	-2%	4%	2%	-9%	4%
- Cc1nc2c(c(C)nn2C(C)(C)C)c(C)c1CCC(=O)Nc1ccc(Br)cc1Br
 : nt	-6%	22%	nt	nt	7%	5%	-3%	18%
- CN1C(=O)C(N=Nc2ccc([N+](=O)[O-])cc2)SC1=S (stereo not drawn)
 : 3%	?	?	?	?	2%	-95%[inhibitor]	2%	-20%
- O=C(NCc1cccs1)c1cccc(S(=O)(=O)N2CCCCC2)c1
 : 0%	0%	0%	7%	6%	-9%	14%	-6%	-4%
- CC(NS(=O)(=O)c1ccc(Br)s1)c1ccccc1 (stereo not drawn)
 : -21%	2%	-2%	-4%	12%	?	?	2%	-6%
- CCOc1ccc(S(=O)(=O)NCCC(=O)OCC(=O)NC(=O)c2cccn2C)cc1
 : -4%	14%	2%	9%	1%	0%	4%	1%	3%
- COc1cccc(CNc2nc3cc(-c4cccc(OC)c4)sc3c(=O)n2C)c1
 : nt	5%	-14%	7%	-2%	-11%	24%	15%	0%
- CCOc1ccc(NC(=O)CCCN2C(=O)C(c3ccccc3)Oc3cccnc32)cc1 (stereo not drawn)
 : 8%	-8%&1%	-7%&-19%	-3%	?	?	11%&10%	?	12%&-18%
- CC(=O)c1ccccc1NCC(=O)Nc1ccc(C)cc1
 : 1%	4%[0.307 µM]	?	15%	8%	19%[0.307 µM]	?	-8%	35%
- CCOC(=O)C(C(=O)NCc1ccc(C)cc1)c1ncc(C(F)(F)F)cc1Cl (stereo not drawn)
 : 12%	-1%	-11%	0%	5%	?	-4%	18%	6%
- O=C(Cn1nnc2ccccc21)Nc1ccc([N+](=O)[O-])cc1
 : -3%	-6%	0%	-18%	-20%	1%	-4%	15%	15%
- COc1ccc(OCC(=O)NCCNC(=O)c2cccnc2)cc1
 : -7%	-3%	-4%	-3%	0%	3%	-14%	0%	?
- O=S(=O)(c1ccc(-c2csc(Nc3ccc(Br)cc3)n2)cc1)N1CCCC1
 : 9%	-13%	?	?	?	-29%	0%	-1%	?
- CCCCOc1ccc(NC(=O)C(=O)NCCC2=CCCCC2)cc1
 : 1%	0%	-11%	11%	12%	7%	-12%	2%	-3%
- CC(Sc1nc(N)cc(=O)[nH]1)C(=O)Nc1nc2c(s1)CCCC2 (stereo not drawn)
 : -16%	-6%	9%	16%	22%	9%	-11%	6%	?
- COc1cccc(NC(=O)c2ccccc2OCc2c(C)noc2C)c1
 : -8%	0%	?	5%	7%	4%	14%	-5%	7%
- Cc1ccc2cc(C)c(SCC(=O)NCc3ccco3)nc2c1
 : 4%	7%	?	-7%	-12%	?	-8%	13%	-17%

Source: PubChem
